Screening results deposited in PubChem BioAssay by NCI.
NCI-60 one-dose screen, 48 h, at 10 µM unless noted. Numbers give growth in % (100 = growth as untreated, 0 = no growth, -100 = all killed).
MALME-3M: MALME-3M melanoma; 78,000 tested, 5.8% active; AID 1794766
UACC-257: UACC-257 melanoma; 78,000 tested, 4.4% active; AID 1794764
BT-549: BT-549 breast cancer; AID 1794793; 78,000 tested, 4.4% active
LOX IMVI: LOX IMVI melanoma. 79,000 tested, 7.4% active
HS 578T: HS 578T breast cancer | 78,000 tested, 4.1% active
UACC-62: UACC-62 melanoma; 81,000 tested, 5.4% active; AID 1794756
T-47D: T-47D breast cancer | AID 1794792 | 79,000 tested, 5% active
SK-MEL-2: SK-MEL-2 melanoma; 77,000 tested, 4.7% active; AID 1794763
* hit, by the source's call; / = not tested or not shown. The calls were made as follows: active = growth percent below 10; inactive = the rest. Rows were taken by chance; 11% or so of the library scored in one or more.

SMILES	UACC-257	BT-549	SK-MEL-2	MALME-3M	UACC-62	HS 578T	LOX IMVI	T-47D
CCN1CCN(c2ccc(NC(=O)Nc3ccc4c(c3F)CCN4c3ccnc(C(=O)NC)c3)cc2C(F)(F)F)CC1	99	-40*	100	-94*	96	68	-100*	105
CCOC(=O)c1nnn(-c2nonc2N)c1-c1ccc(OCC)cc1	109	112	91	93	106	100	108	89
CC(C)(C)OC(=O)n1cc(-c2nc(-c3c[nH]c4ncccc34)cs2)c2cc(Cl)ccc21	125	98	102	/	86	104	/	84
CCN(CC)c1ccc(-c2nnc(CN3C=NC4C(N5CCOCC5)=NC=NC43)o2)cc1 (configuration not stated)	111	103	105	104	95	104	99	100
CCCCCCn1ncc2c(N)ncnc21	81	96	105	100	94	96	93	80
COc1cc(C)c(C2C(C#N)=C(N)Oc3n[nH]c(-c4cccs4)c32)cc1C(C)C (configuration not stated)	90	102	102	121	96	103	99	84
Cc1nn(-c2ccccc2)c(N(C)Cc2ccccc2)c1C1CC(c2ccc3c(c2)OCO3)=NN1c1cc(Cl)cc(Cl)c1 (configuration not stated)	68	87	/	84	82	/	91	79
CN(C)CCOC(c1ccccc1)(c1ccc2ccccc2n1)c1cccs1 (configuration not stated)	/	58	104	95	63	49	28	85
CCCOCc1cc(CN2CCN(c3cccc(Cl)c3)CC2)c(O)c2ncccc12	102	80	95	119	82	107	79	68
NC(=O)C(=O)NCCCCCCC(=O)Nc1ccccc1	100	97	114	114	100	102	95	106
COc1cc(-c2n[nH]nc2-c2cnccn2)cc(OC)c1OC	/	110	/	90	92	95	102	122
O=c1[nH]c(=S)[nH]cc1Oc1ccc(Br)cc1	96	79	95	79	106	105	92	93
CCCCCCCCCCCC1=NCC(CC(C)CC(C)(C)C)O1 (configuration not stated)	121	/	/	117	101	103	94	111
Cc1ccc(N(Cc2ccc(Cl)cc2)C2OC(=O)c3ccccc32)cc1 (configuration not stated)	97	106	107	108	92	104	102	92
O=CN1N=C(c2ccc(Nc3ccnc4cc(Cl)ccc34)cc2)CC1c1ccccc1 (configuration not stated)	63	39	33	25	38	47	14	32
O=C(/C=C\c1ccc([N+](=O)[O-])cc1)c1ccc(NC2=CC(=O)c3ccccc3C2=O)cc1	102	88	105	86	90	92	87	83
CC12CCC(/C(=C/NNc3ccc([N+](=O)[O-])cc3[N+](=O)[O-])C1=O)C2(C)C (configuration not stated)	64	69	38	128	64	110	56	57
Cc1ccc(Cl)cc1N1C(=O)CC(Sc2ccccc2N)C1=O (configuration not stated)	88	111	107	138	96	103	95	103
CCOC(=O)c1cc2c(n1C)-c1[nH]c(=O)c(S(=O)(=O)c3ccccc3)cc1CCC2	98	101	101	112	90	96	96	90
Cc1c(F)cccc1NC(=O)c1sc2nc3c(cc2c1N)CCCC3	89	108	92	102	83	97	94	104
CSc1nc2nc3c(c(-c4ccc(C)cc4)c2c(=O)[nH]1)CN(C)C/C3=C\c1ccc(C)cc1	80	114	112	120	94	96	90	103
CN(C)c1ccc(/C=N/O)cc1	105	105	100	86	89	93	105	72
CS(=O)(=O)c1ccc(-c2[nH]c3ccc(F)cc3c2/C=N/N=C(N)N)cc1	94	95	90	92	89	88	91	/
CC(C)CC(=O)OCc1ccccc1	102	98	109	107	99	107	104	93
C=C1CN(c2ccc(C)cc2)C(=O)C(=C)CN(c2ccc(C)cc2)C1=O	91	82	105	111	/	103	96	100
O=C(/C=C/c1ccc2c(c1)OCO2)OC/C=C/c1ccc2c(c1)OCO2	108	102	107	107	93	103	103	99
O=C(C[n+]1cc2ccccc2cn1)c1ccc(O)c(O)c1	103	103	106	101	94	104	94	102
O=C1NC(=O)C(=Cc2cc(O)ccc2O)C(=O)N1	97	77	105	103	103	88	98	94
O=S(=O)(CCN1CCCCC1)CCS(=O)(=O)CCN1CCCCC1	89	107	99	133	83	110	98	94
COc1cc(-c2nn(C(=O)NS(=O)(=O)c3ccc(C)cc3)cc2-c2ccncc2)ccc1Cl	84	33	85	45	40	58	41	52
CCN1C(=O)N(CC)C2SC(N/N=C/c3ccccc3)=NC21 (configuration not stated)	63	-20*	9.5*	58	37	16	17	65
CCOP(=O)(OCC)C(NC(=O)c1ccccc1)C(=O)NCCCCl (configuration not stated)	82	96	107	114	91	94	98	81
CC1=CC(c2ccc(Cl)cc2)N2N=CSC2=N1 (configuration not stated)	95	110	112	/	105	106	98	109
[O-][n+]1onc(N/N=C/c2ccc(Br)s2)c1-c1ccccc1	118	106	109	106	96	110	118	103
Cc1cc(Cl)cc(NS(=O)(=O)c2ccc(-c3cnc(C4CC4)o3)cc2)c1	68	48	78	65	31	36	/	36
O=NN(Cc1cccnc1)Cc1cccnc1	92	117	96	105	106	107	100	120
CSc1nnc(-c2cc3c([nH]c4ccccc43)c(-c3cccc(O)c3)n2)n1-c1ccccc1	60	38	13	22	42	25	33	45
CCc1ccccc1NC(=O)c1sc2nc3c(cc2c1N)CCCC3	/	48	32	56	/	30	36	35
CCc1nnc(Nc2ccc(Br)cc2)o1	104	/	/	78	100	108	94	87
CCOC(=O)c1sc2nc(-c3cnccn3)cc(-c3cccs3)c2c1N	94	91	92	88	84	107	77	91

Quoted at random: two compounds from above
SMILES	UACC-257	BT-549	SK-MEL-2	MALME-3M	UACC-62	HS 578T	LOX IMVI	T-47D
O=NN(Cc1cccnc1)Cc1cccnc1	92	117	96	105	106	107	100	120
CC1=CC(c2ccc(Cl)cc2)N2N=CSC2=N1 (configuration not stated)	95	110	112	/	105	106	98	109

(further entries)
SMILES	UACC-257	BT-549	SK-MEL-2	MALME-3M	UACC-62	HS 578T	LOX IMVI	T-47D
Cc1ccc(/C(CN2CCN(c3cc4c(cc3F)c(=O)c(C(=O)O)cn4C3CC3)CC2)=N\O)cc1	88	64	84	116	71	87	56	77
N#Cc1c(Nc2ccccc2)nn2c(-c3ccc4ccccc4c3)ccnc12	106	106	109	102	91	101	122	98
O=C1/C(=C\c2cn(-c3ccccc3)nc2-c2ccccc2)CCc2ccccc21	101	99	94	94	72	93	91	75
OCCNc1nc(NCCO)nc(Nc2ccc(C3=NN(c4cc(Cl)cc(Cl)c4)C(c4ccccc4)C3)cc2)n1 (configuration not stated)	91	59	40	59	21	63	-37*	64
CN(c1nc(CC(=O)N2CC[C@H](C(C)(C)O)C2)nc2sc3c(c12)CCCC3)C1CC1	101	77	97	100	94	115	101	90
C#CCN1C(=O)/C(=C\c2cn(CC#C)c3ccccc23)c2ccccc21	98	97	100	161	78	106	103	96
N=C(N)c1ccc(-c2ccc(-c3ccccc3)o2)cc1	-72*	41	-87*	-81*	-70*	-18*	-90*	-46*
COC(CCN1C(=O)c2ccccc2C1=O)C(Br)CC(=O)O (configuration not stated)	100	101	89	101	107	116	97	86

Another view of some results above:
Screens in order: UACC-257, BT-549, SK-MEL-2, MALME-3M, UACC-62, HS 578T, LOX IMVI, T-47D
- O=NN(Cc1cccnc1)Cc1cccnc1
 : 92, 117, 96, 105, 106, 107, 100, 120
- CSc1nnc(-c2cc3c([nH]c4ccccc43)c(-c3cccc(O)c3)n2)n1-c1ccccc1
 : 60, 38, 13, 22, 42, 25, 33, 45
- CCc1ccccc1NC(=O)c1sc2nc3c(cc2c1N)CCCC3
 : /, 48, 32, 56, /, 30, 36, 35
- CCc1nnc(Nc2ccc(Br)cc2)o1
 : 104, /, /, 78, 100, 108, 94, 87
- CCOC(=O)c1sc2nc(-c3cnccn3)cc(-c3cccs3)c2c1N
 : 94, 91, 92, 88, 84, 107, 77, 91
- Cc1ccc(/C(CN2CCN(c3cc4c(cc3F)c(=O)c(C(=O)O)cn4C3CC3)CC2)=N\O)cc1
 : 88, 64, 84, 116, 71, 87, 56, 77
- N#Cc1c(Nc2ccccc2)nn2c(-c3ccc4ccccc4c3)ccnc12
 : 106, 106, 109, 102, 91, 101, 122, 98
- O=C1/C(=C\c2cn(-c3ccccc3)nc2-c2ccccc2)CCc2ccccc21
 : 101, 99, 94, 94, 72, 93, 91, 75
- OCCNc1nc(NCCO)nc(Nc2ccc(C3=NN(c4cc(Cl)cc(Cl)c4)C(c4ccccc4)C3)cc2)n1 (configuration not stated)
 : 91, 59, 40, 59, 21, 63, -37*, 64
- CN(c1nc(CC(=O)N2CC[C@H](C(C)(C)O)C2)nc2sc3c(c12)CCCC3)C1CC1
 : 101, 77, 97, 100, 94, 115, 101, 90
- C#CCN1C(=O)/C(=C\c2cn(CC#C)c3ccccc23)c2ccccc21
 : 98, 97, 100, 161, 78, 106, 103, 96
- N=C(N)c1ccc(-c2ccc(-c3ccccc3)o2)cc1
 : -72*, 41, -87*, -81*, -70*, -18*, -90*, -46*

The list continues.
SMILES	UACC-257	BT-549	SK-MEL-2	MALME-3M	UACC-62	HS 578T	LOX IMVI	T-47D
C[C@@H]1OC(=O)c2c(O)cccc2[C@@H]1O	98	103	103	98	96	101	100	106
COc1ccc(/C=C(\C#N)c2ccc([N+](=O)[O-])cc2)c2ccccc12	/	28	60	15	37	26	70	47
Brc1ccc(CN(Cc2ccccc2)C2CCCCC2)cc1	102	111	114	97	101	108	98	91
Cc1cc(C)c2c(-n3nnc(C#N)c3N)nn(C)c2n1	103	99	/	91	99	106	96	99
CCOC(=O)c1[nH]c(=S)[nH]c1C	104	108	107	98	105	/	106	104
Cc1ccc2c(n1)C(=O)C(Oc1ccc(Br)cc1)=CC2=O	106	87	92	115	96	100	84	59
O=C(O)CCC(=O)c1cccs1	100	95	89	103	81	84	95	99
COc1cc(OC)c(OC)cc1/C=N/NC(=O)c1ccc(S(C)(=O)=O)cc1	78	109	88	100	99	96	102	106
COc1ccc(/C=N/NC(=O)c2c(Nc3ccccc3)n[nH]c2N)cc1	105	95	107	98	88	102	104	96
CC(=O)C(CCC(=O)O)(CCC(=O)O)C(C)C	113	/	119	129	104	99	105	111
[2H]c1c([2H])n([C@@H]2O[C@H](COC(=O)C([2H])([2H])[2H])[C@@H](OC(=O)C([2H])([2H])[2H])[C@H]2OC(=O)C([2H])([2H])[2H])c(=O)[nH]c1=O	103	96	90	106	93	104	96	87
O=c1c(Cc2ccncc2)c[nH]c2ccc(Cl)cc12	107	110	/	91	85	104	86	110
CCC1=C(c2ccc(OC)cc2)CCC(C(=O)O)C1C (configuration not stated)	78	102	94	105	86	87	109	111
CN1CCC(OC(N)=O)CC1	102	131	118	98	98	125	113	102
NC(=S)Nc1ccccc1-c1ccccc1	100	103	116	94	102	103	100	105
O=[N+]([O-])c1ccc(SNc2ccccc2)c([N+](=O)[O-])c1	86	81	93	84	72	78	88	66
C=C(CN=[N+]=[N-])[C@@H]1CC[C@]2(COC(C)=O)CC[C@]3(C)[C@H](CC[C@@H]4[C@@]5(C)CCCNC(C)(C)[C@@H]5CC[C@]43C)[C@@H]12	63	73	86	98	50	85	70	/
COc1ccc(NC(=O)c2ccc(NC3=C(c4ccc(Cl)cc4)C(=O)N(C)C3=O)cc2)cc1	96	61	82	76	74	100	74	48
NC1=NC(c2ccc3ccccc3c2)c2sc3ccc(Cl)cc3c2N1 (configuration not stated)	101	115	105	94	91	101	101	95
COc1cc(CCn2nnc3c(NCCCCO)ncnc32)cc(OC)c1	103	/	124	111	104	101	102	/
CN1C=CC(=CC=C2C=CC(=O)C=C2)C=C1	124	/	/	112	96	109	102	103
O=[N+]([O-])c1ccc2c(c1)CCC2	124	97	104	117	113	110	103	105
Fc1ccc(-c2ncnc3c2ncn3CC#CCCl)cc1	74	95	94	74	82	84	56	54
CCOC(=O)c1nc2c3ccccc3ccn2c1C(=O)OCC	126	103	112	103	87	/	99	98
O=c1nc(/C=C/c2ccc(Cl)cc2)oc2ccccc12	120	122	121	110	102	99	101	103
CC(C)Cn1cnc2c(SC(C)C)nc(N)nc21	109	111	95	84	91	105	97	94
Nc1cc(Cl)cc2c1-c1ccc(Cl)cc1C2O (configuration not stated)	103	104	95	/	87	96	/	100
COC1=C[C@@]23CCCN2CCc2cc4c(cc2[C@H]3[C@H]1OC(=O)[C@H](C)O)OCO4	103	122	108	103	90	96	93	106
CN1/C(=C\C(I)C(I)C2=[N+](C)c3ccccc3C2(C)C)C(C)(C)c2ccccc21 (configuration not stated)	-12*	13	-13*	11	19	43	12	-0.3*
C#CCN(C)CCCOc1ccc(NC(=O)CCCCCCCCC(=O)NO)cc1Cl	43	92	97	46	41	70	4.6*	73
O=C(Cc1ccc2c(c1)OCCO2)Nc1nc2ccc(F)cc2s1	109	90	71	97	102	106	94	94
Oc1ccc(-c2nnc(-c3cccnc3)o2)cc1	90	106	107	104	100	114	95	102
COc1ccc(C(=S)N2CCN(c3ccc(C)cc3)CC2)cc1	90	90	99	102	79	102	88	92
OC(C[n+]1cccc(Br)c1)c1ccccc1 (configuration not stated)	102	95	103	96	101	100	95	92
Nc1nc(=S)ss1	90	101	109	111	95	98	103	99
COc1ccc(C(=O)c2cc(F)c(F)c(OC)c2F)c(O)c1O	75	86	82	90	70	91	78	82
COc1ccc(CCNC(=O)c2ccc(Cl)cc2)cc1OC	104	121	109	100	105	107	103	111
COc1ccc(-c2cc(C(=O)Nc3ccc(Br)cc3)nc3[nH]c(=O)sc23)cc1	16	47	-5.0*	25	8.0*	42	37	-0.9*
COc1ccc(NC(=O)CSc2nc(-c3cnccn3)cc(-c3cccs3)c2C#N)cc1	106	81	107	95	84	67	73	108
O=C(/C=C/c1ccc(Cl)cc1)c1ccc(-n2cc(CN3CCN(c4cc5c(cc4F)c(=O)c(C(=O)O)cn5C4CC4)CC3)nn2)cc1	92	90	99	85	75	65	57	93
COc1ccc(NC(=O)[C@@H]2C[C@H]2c2ccccc2)c(C(N)=O)c1	93	/	90	91	96	102	94	91
Cn1nc(Br)c(=O)n(C(c2ccccc2)c2ccccc2)c1=O	92	81	93	78	97	90	84	58
CCN(CC)CCCCO	/	101	107	105	102	111	97	104
Cc1ccc2c(c1)/C(=N/c1nnc(Sc3ccccc3)s1)C(=O)N2	97	117	105	100	40	92	54	78
